Keap1 Nrf2 FP = Keap1-Nrf2 protein-protein interaction inhibitors, primary screen, biochemical, fluorescence polarization, single point; Kelch-like ECH-associated protein 1 (Homo sapiens), Q14145; inhibition, % at 9.4 µM; AID 504523, 2011; Keap1 Kelch-Nrf2 peptide fluorescence polarization, 1536-well; 0.15% of 340,000 active; in the data active = inhibition above about 12%;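 note: human Keap1 Kelch domain with fluorescein labeled Nrf2 9mer peptide probe; 0% = neutral control wells and 100% = peptide positive control; higher means more block of Keap1 binding to Nrf2 peptide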
Target sequence (Q14145 whole entry, looked up, the tested form may be a part): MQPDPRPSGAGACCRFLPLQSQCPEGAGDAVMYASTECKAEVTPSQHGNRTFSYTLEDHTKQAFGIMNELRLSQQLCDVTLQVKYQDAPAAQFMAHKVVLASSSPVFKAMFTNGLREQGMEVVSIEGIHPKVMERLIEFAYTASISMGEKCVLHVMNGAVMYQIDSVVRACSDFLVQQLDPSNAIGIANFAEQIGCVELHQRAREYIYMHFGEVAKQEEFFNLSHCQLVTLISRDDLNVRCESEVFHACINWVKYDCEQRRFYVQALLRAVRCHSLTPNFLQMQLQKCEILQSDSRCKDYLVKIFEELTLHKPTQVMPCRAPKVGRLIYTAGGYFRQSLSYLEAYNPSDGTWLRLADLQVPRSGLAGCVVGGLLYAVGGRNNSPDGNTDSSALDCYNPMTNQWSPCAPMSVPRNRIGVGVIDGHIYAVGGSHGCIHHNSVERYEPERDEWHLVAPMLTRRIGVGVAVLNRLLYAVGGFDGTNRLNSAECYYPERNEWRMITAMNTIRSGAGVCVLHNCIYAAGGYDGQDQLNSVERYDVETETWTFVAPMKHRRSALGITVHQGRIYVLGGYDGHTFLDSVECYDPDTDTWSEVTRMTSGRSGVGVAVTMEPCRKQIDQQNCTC
LANA DNA inh = inhibitors of KSHV C-LANA binding to DNA, primary screen, biochemical, fluorescence polarization, FAM-LBS DNA, MBP-C-LANA, single point; inhibition, % at 9 µM; 0.078% of 340,000 active;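 active = highest replicate inhibition at or above 60% at 9 µM, even if other replicates fall short; inactive = all replicates below 60% inhibition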;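 note: 0% = neutral control wells and 100% = 4 µM acridine orange control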
OPRM1-OPRD1 ag = agonists of OPRM1-OPRD1 heterodimerization, primary screen, cell-based, luminescence; activation, % at 9.3 µM; 0.3% of 340,000 active; cells; AID 504326, 2011; in the data active = activation above about 18%;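 note: 0% = vehicle-treated cells and 100% = reference agonist; values of inactives mirror those of a sister screen read the other way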
V-ATPase pHluor = regulators of yeast V-ATPase proton pumping, primary screen, pHLuorin cytosolic pH fluorescence. 0.37% of 350,000 active. S. cerevisiae. AID 504577, 2011. response, % at 10 µM; in the data active = response mostly above about 7.3%, no sharp cut-off; inactive = mostly below about 5.4%; note: actives read high; inactives centre near 0; some compounds called inactive have numbers as strong as hits; reference of the scale not given here
Wnt act = Wnt/beta-catenin pathway activators, primary screen, cell-based, plate reader, single point; Wnt/beta-catenin reporter cell assay, activator; activation, % at 9.35 µM; 1.2% of 300,000 active; AID 743398, 2014; in the data active = activation above about 30%, passing the limit was not always enough;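 note: 0% = neutral control wells and 100% = positive control wells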
OPRM1-OPRD1 inv = inverse agonists of MOR-DOR heterodimerization, primary screen, cell-based, luminescence; cell-based MOR-DOR heterodimer luminescence, inverse agonism; inhibition, % at 9.3 µM; 0.21% of 340,000 active; in the data active = inhibition above about 22%, passing the limit was not always enough;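 note: 0% = cells with DMSO and 100% = wells without cells with DMSO; values of inactives mirror those of a sister screen read the other way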
Pemphigus Ab inh = inhibitors of pemphigus antibody binding to DSG3, primary screen, biochemical, bead-based, flow cytometry, scFv-GFP; DSG3-coupled beads, scFv-anti-DSG3-GFP binding; stronger effect = lower value; 0.48% of 310,000 active; binding (percent of control), % at 10 µM;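 active = binding more than 3 SD below its plate's average and above zero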;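 note: hits lower antibody fragment binding to DSG3; some compounds called inactive have numbers as strong as hits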
RTF Ca sens inh = cardiac RTF calcium sensitivity inhibitors, primary screen, biochemical, IANBD-TnC fluorescence, EC70 calcium | Troponin I, cardiac muscle (Homo sapiens) + Troponin T, cardiac muscle (Homo sapiens) + … | IANBD-labeled cardiac RTF, Ca2+ fluorescence | inhibition, % at 7.15 µM | 0.12% of 340,000 active | AID 493244, 2011;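 active = inhibition above the mean inhibition of all tested compounds plus 3 SD, cut at about 17% in these data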;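 note: assay run at fixed EC70 calcium of 1.6 mM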
cardiac RTF act = cardiac RTF calcium sensitivity activators, primary screen, biochemical, IANBD-TnC fluorescence, EC20 calcium. AID 493008, 2010. 0.24% of 340,000 active. IANBD-labeled TnC RTF fluorescence at EC20 calcium; 0% EC20 calcium, 100% full calcium. Troponin I, cardiac muscle (Homo sapiens) + Troponin T, cardiac muscle (Homo sapiens) + …. activation, % at 7.2 µM;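 active = activation above the mean over all tested compounds plus 3 SD, cut at about 30% in these data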;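 note: rise in fluorescence read as greater calcium sensitivity of cardiac thin filaments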
Arrestin-AP2 inh = inhibitors of beta-arrestin/AP2 binding, primary screen, biochemical, GPCR trafficking, flow cytometry; 0.31% of 340,000 active; inhibition, % at 10 µM; beta-arrestin 1 C-terminal peptide binding to AP2 beta2-adaptin appendage (human); FITC-arrestin peptide / GST-AP2 beads; AP2 beta2 appendage carries R879A mutation; AID 504490, 2011;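 active = inhibition above a set limit, near 3 SD of compounds lacking own fluorescence, cut at about 54% in these data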;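 note: plate controls were DMSO wells for no effect and 5 µM unlabelled arrestin peptide for full effect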
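test system = AP2 appendage R879A on GSH beads | buffer or medium = PBS plus Tween 20 (0.05%) and BSA (0.1%) | incubation = 12 min plus 1 h, RT | detection = bead flow cytometry, FITC channel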
* = called active by the depositor; · = no result given.

1. CCOc1ccc(NC(=O)c2cc(SC)ccc2Cl)cc1
2. Cc1ccc(NC(=O)COC(=O)c2ccc(=O)n(Cc3ccccc3)n2)cc1F
3. Cc1cc(OCC(O)CN2CCCC2)cc(C)c1Cl (centres undefined)
4. COP1(=O)C[C@@H](O)[C@@H](O)[C@@H](COCc2ccccc2)O1 (some centres undefined)
5. O=C(NC1CCCCC1)C(c1ccccn1)N(C(=O)c1csnn1)C1CCCCC1 (centres undefined)
6. COc1ccc(CCCNC(=O)C2CCC(=O)N(CC3CCCCC3)C2)cc1 (centres undefined)
7. O=c1[nH]c(C2CCN(S(=O)(=O)c3cccc([N+](=O)[O-])c3)CC2)nc2c1nnn2Cc1ccccc1
8. COc1ccc(/C(N)=N/OC(=O)Cc2ccc(OC)c(OC)c2)cc1
entry no.	1	2	3	4	5	6	7	8
Keap1 Nrf2 FP	4	-1	-1	2	-3	0	2	-4
LANA DNA inh	0.7	-1.6	0.1	5.9	0.9	-1.9	-1.3	-2.0
OPRM1-OPRD1 ag	-0.2	-1.2	-3.0	0.5	-3.3	-1.5	2.1	0.0
V-ATPase pHluor	-2	-2	-2	-2	-2	-5	1	0
Wnt act	·	-2	-3	-1	0	0	-3	1
OPRM1-OPRD1 inv	1	8	15	-3	17	8	-16	0
Pemphigus Ab inh	101	101	99	99	104	100	·	105
RTF Ca sens inh	-11	-9	2	3	2	-3	-14	6
cardiac RTF act	0	-4	0	-3	5	0	-9	0
Arrestin-AP2 inh	-2	11	23	2	20	7	1	-8

9. COc1nc(N)nc(N2CCOCC2)n1
10. COC(=O)c1cc(-c2ccc(Br)cc2)on1
11. Cc1cc(C(=O)COC(=O)CC(NC(N)=O)c2ccc(Cl)cc2)c(C)n1C (centres undefined)
12. Cn1nc(C(F)(F)F)c(-c2ccccc2)c1NC(=O)c1nccnc1C(=O)O
13. CCOC(=O)N1CCN(c2ccc([N+](=O)[O-])cc2F)CC1C (centres undefined)
14. O=C(NCc1cccs1)C1CCC(CNS(=O)(=O)c2ccccc2)CC1 (centres undefined)
15. CC1(C)C[C@H]2C3=CCC4[C@@]5(C)CC[C@H](O)[C@](C)(CO)C5CC[C@@]4(C)[C@]3(C)CC[C@@]2(C)[C@H](O)[C@@H]1O (some centres undefined)
16. CC(=O)Nc1ccc(-c2nc3ccccc3o2)cc1
entry no.	9	10	11	12	13	14	15	16
Keap1 Nrf2 FP	-2	1	6	-2	-6	2	2	-1
LANA DNA inh	1.2	-6.3	-0.5	2.1	-3.1	-1.4	-2.0	-1.4
OPRM1-OPRD1 ag	-2.7	0.1	0.3	-1.1	4.1	-3.1	-0.3	-2.6
V-ATPase pHluor	6	5	2	-3	-1	1	-1	3
Wnt act	-1	15	-3	-2	-1	0	-1	62*
OPRM1-OPRD1 inv	15	-1	-1	6	-21	16	2	12
Pemphigus Ab inh	101	98	·	108	·	98	101	100
RTF Ca sens inh	-1	-7	-9	-2	-8	8	-7	-1
cardiac RTF act	10	-2	-7	6	-1	2	1	1
Arrestin-AP2 inh	-7	42	2	18	0	26	1	-9

17. CC(C(=O)Nc1ccc(N2CCOCC2)cc1)N1C(=O)c2ccccc2C1=O (centres undefined)
18. O=C(CN1C(=O)COc2ccccc21)NCCCN1CCCC1
19. CC1(C)OC(=O)C2(Cc3ccccc3N3CCCCC32)C(=O)O1 (centres undefined)
20. Oc1ccc(Cl)cc1CNCc1ccc(Cl)nc1
21. O=C(Nc1nnc(-c2ccccc2Cl)s1)C1CCN(S(=O)(=O)c2ccc(Cl)cc2)CC1
22. COc1ccc(CNC(=O)C(OC(=O)c2nsc(Cl)c2Cl)C(C)C)cc1 (centres undefined)
23. O=C(c1cnn2c(C(F)F)cc(-c3ccccc3)nc12)N1CCc2ccccc21
24. Cn1c(=O)c2c(nc(CN3CCC(C(N)=O)CC3)n2CCCc2ccccc2)n(C)c1=O
entry no.	17	18	19	20	21	22	23	24
Keap1 Nrf2 FP	-9	-1	-4	-1	-4	-2	1	-2
LANA DNA inh	-1.1	0.1	1.1	3.7	-1.5	-1.9	-0.8	-0.4
OPRM1-OPRD1 ag	1.2	-1.5	-1.4	-1.6	-2.4	-1.4	0.5	-2.5
V-ATPase pHluor	1	-1	6	-3	1	0	-7	-1
Wnt act	-2	-1	·	8	-1	-1	-2	-4
OPRM1-OPRD1 inv	-7	8	7	9	12	7	-4	13
Pemphigus Ab inh	100	101	100	103	102	100	97	·
RTF Ca sens inh	-5	-3	-4	-2	-8	-5	-15	1
cardiac RTF act	11	-8	-1	5	6	2	-2	2
Arrestin-AP2 inh	-9	64*	7	3	-3	-10	-3	13

25. O=C1CCCCC1Nc1ccc(Cl)cc1 (centres undefined)
26. COC(=O)c1cc(NS(=O)(=O)c2ccc(N3CCOCC3)c(N)c2)cc(C(=O)OC)c1
27. O=C(Nc1ccccc1N1CCCCC1)c1ccccc1F
28. CCOC(=O)N1CCN(C(=O)C(=O)N/N=C/c2ccc(OC)cc2OC)CC1
29. CCOC(=O)N1CCN(C(=O)CS(=O)Cc2nc(-c3cccc(C)c3)oc2C)CC1 (centres undefined)
30. COc1ccc(Nc2nc3c(C)cccn3c(=O)c2C=NCc2ccccc2)cc1
31. CNc1nc(-c2cccs2)cc(C(F)(F)F)c1C#N
32. CC(O)(Cc1cccnc1)c1cccs1 (centres undefined)
entry no.	25	26	27	28	29	30	31	32
Keap1 Nrf2 FP	1	-7	-3	5	-4	-2	0	3
LANA DNA inh	-1.2	-0.5	0.7	0.3	1.7	0.0	0.7	2.6
OPRM1-OPRD1 ag	-3.5	4.2	0.8	-1.2	-2.1	1.0	1.9	-0.4
V-ATPase pHluor	4	-4	2	0	-2	-3	-11	2
Wnt act	-1	1	-3	-1	0	-6	-1	2
OPRM1-OPRD1 inv	17	-22	-4	6	12	-5	-10	2
Pemphigus Ab inh	·	101	90	·	101	70*	·	·
RTF Ca sens inh	-4	3	2	-18	-10	-4	-3	-8
cardiac RTF act	8	1	-3	13	0	10	-3	-1
Arrestin-AP2 inh	6	3	-2	4	-2	-15	-8	16

33. CC(C)CC(=O)Nc1nc2ccc(S(C)(=O)=O)cc2s1
34. O=C(Nc1ccn(C2CC(OC(=O)c3ccccc3)C(CO)O2)c(=O)n1)c1ccccc1 (centres undefined)
35. CCn1c(/C=C/c2ccccc2Cl)nc2ccccc2c1=O
36. CCOc1ccc(S(=O)(=O)Nc2nc3ccccc3nc2N2CCN(C)CC2)cc1
37. Cc1occc1-c1nnc(SCC(=O)NC2(C#N)CCCC2)n1C
38. CCOc1cc(/C=C/c2ccc3cccc([N+](=O)[O-])c3n2)cc(Cl)c1O
39. Cc1ccc(C(=O)N/C(=C\c2ccco2)C(=O)NCCc2c[nH]c3ccccc23)cc1
40. CC(C)Cn1c([N+](=O)[O-])nc2c1c(=O)[nH]c(=O)n2C
entry no.	33	34	35	36	37	38	39	40
Keap1 Nrf2 FP	1	0	-8	2	1	3	0	-6
LANA DNA inh	0.4	1.2	0.0	-2.0	-0.3	-0.2	0.9	-1.1
OPRM1-OPRD1 ag	-3.3	-2.5	0.0	-2.2	-1.2	-0.2	-3.3	5.3
V-ATPase pHluor	-15	1	2	1	2	1	0	0
Wnt act	9	·	15	·	0	·	-1	-23
OPRM1-OPRD1 inv	17	13	0	10	8	1	20	-27
Pemphigus Ab inh	102	95	99	95	96	120	104	112
RTF Ca sens inh	9	-4	1	2	7	7	0	-5
cardiac RTF act	-2	-3	3	-3	3	-3	-5	5
Arrestin-AP2 inh	-2	-4	-5	6	-6	37	1	20

41. CCN1CCN(c2ccc(NC(=O)c3ccco3)cc2)CC1
42. O=C(NCc1ccccn1)C(=O)N/N=C/c1ccccc1O
43. O=C(COC(=O)Cc1ccc(Br)cc1)NC12CC3CC(CC(C3)C1)C2
44. Cc1cccc(C(C(C(=O)c2ccccc2)N2CCOCC2)N2CCOCC2)c1 (centres undefined)
45. O=C(NCc1ccccc1Cl)c1cc2c(s1)CS(=O)(=O)C2
46. O=C1c2ccccc2C(=O)c2c1ccc1c(=O)n(-c3ccccc3)[nH]c21
47. COc1cc(OC)cc(C(=O)NNC(=O)C(CCC(N)=O)NS(=O)(=O)c2ccc(Cl)cc2)c1 (centres undefined)
48. O=c1[nH]c(-c2ccccc2)cs1
49. CCOC(=O)c1cc(-c2ccc3c(c2)OCCO3)nc2c1c(C)nn2CCC#N
50. CCc1ccccc1NC(=O)CNC(=O)c1ccccc1OCc1c(C)noc1C
entry no.	41	42	43	44	45	46	47	48	49	50
Keap1 Nrf2 FP	-1	-3	1	-2	-2	-3	-3	-4	-1	3
LANA DNA inh	0.9	-8.4	2.4	1.5	-0.7	-0.8	1.0	0.8	0.5	-5.4
OPRM1-OPRD1 ag	-4.0	-1.8	7.2	1.3	-3.7	-1.1	-1.4	-2.1	0.7	-0.3
V-ATPase pHluor	2	-2	4	0	1	-9	-5	0	4	-3
Wnt act	16	0	·	-5	0	·	-2	1	·	-1
OPRM1-OPRD1 inv	21	10	-43	-6	20	6	7	12	-3	2
Pemphigus Ab inh	101	97	97	100	102	99	97	121	93	110
RTF Ca sens inh	2	0	-8	-6	-2	4	-11	9	-33	11
cardiac RTF act	-4	-3	0	11	1	-1	-2	5	0	-4
Arrestin-AP2 inh	-3	3	-6	7	-2	30	13	7	-28	-10

Screens: PubChem, several laboratories

Compounds were not picked by outcome; any-hit rate near 3.1%.
